Compound activity deposited in PubChem BioAssay by several laboratories.
HEK293 NFkB inh = inhibitors of the PMA/ionomycin-induced NF-kB reporter in HEK293 cells; HEK-293 NF-kB luciferase reporter, luminescence; inhibition, % at 3 µM; hit rate 0.21% among 62,000;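 active = inhibition above the mean of all tested compounds plus 3 SD, cut at about 40% in these data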;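 also: 0% = stimulated DMSO wells and 100% = 10 µM reference inhibitor 5653914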
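System – HEK-293 cells with stable firefly luciferase reporter driven by four HIV NF-kB elements · Doses – one dose, 3 µM · Schedule – 1 h compound pre-incubation, 16 h PMA/ionomycin at 37 °C · Technique – luminescence from luciferase substrate reagent · Measure – percent inhibition normalized per plate to DMSO and reference-inhibitor controls · Replicates – tested once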
JNK3 blocker = JNK3 (human) kinase inhibition | hit rate 0.61% among 60,000 | AID 746 | purified JNK3 kinase activity, HTS | inhibition, % at 8 µM; in the data active = inhibition above about 17%;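 also: 0% = DMSO and 100% = reference inhibitor; many of its hits are not listed in these tables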
TNAP act DEA = activates human TNAP at intermediate phosphate acceptor concentration; 64,000 tested, under 10 active; purified TNAP, CDP-star luminescence, 100 mM DEA, 30 min; hits give high values; scale: 0 levamisole-inhibited, 1 vehicle-only enzyme; AID 813; activation factor at 20 µM; P05186;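 active = activation factor of at least 2 at 20 µM, relative to controls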
Target sequence (P05186 whole entry, looked up): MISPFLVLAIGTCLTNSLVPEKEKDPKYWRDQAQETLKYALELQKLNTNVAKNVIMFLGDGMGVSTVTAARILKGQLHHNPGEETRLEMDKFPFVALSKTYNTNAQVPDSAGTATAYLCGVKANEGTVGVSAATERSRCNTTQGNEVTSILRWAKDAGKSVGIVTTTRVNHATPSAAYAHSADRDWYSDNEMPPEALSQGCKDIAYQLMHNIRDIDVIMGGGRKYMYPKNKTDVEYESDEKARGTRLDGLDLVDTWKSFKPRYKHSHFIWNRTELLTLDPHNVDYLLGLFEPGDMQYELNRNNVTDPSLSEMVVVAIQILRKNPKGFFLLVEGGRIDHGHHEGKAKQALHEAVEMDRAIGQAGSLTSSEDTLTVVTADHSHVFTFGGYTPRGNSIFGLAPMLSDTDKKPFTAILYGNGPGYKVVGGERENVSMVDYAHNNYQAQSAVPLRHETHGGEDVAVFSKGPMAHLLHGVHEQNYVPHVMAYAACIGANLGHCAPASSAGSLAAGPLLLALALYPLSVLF
ROCK2 inh = blocks human Rho kinase 2 activity. purified ROCK2, Kinase-Glo ATP depletion luminescence. inhibition, % at 6 µM. hit rate 0.35% among 60,000. AID 604;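 active = inhibition above the screen-wide mean inhibition plus 3 SD, cut at about 18% in these data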;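 also: plate controls were DMSO wells for no effect and Y-27632 control wells after no-enzyme background subtraction for full effect; many of its hits are not listed in these tables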
DUSP1 inh = human dual specificity phosphatase 1 inhibition | P28562 | recombinant MKP-1, OMFP hydrolysis fluorescence | inhibition, %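 (compounds tested at a single concentration somewhere between 10 and 100 µM)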 | hit rate 0.15% among 65,000;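 active = inhibition above about 50%, limit read from the data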;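 also: 0% = DMSO max control wells and 100% = wells with enzyme stopped by NaOH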
Target sequence (P28562 whole entry, looked up): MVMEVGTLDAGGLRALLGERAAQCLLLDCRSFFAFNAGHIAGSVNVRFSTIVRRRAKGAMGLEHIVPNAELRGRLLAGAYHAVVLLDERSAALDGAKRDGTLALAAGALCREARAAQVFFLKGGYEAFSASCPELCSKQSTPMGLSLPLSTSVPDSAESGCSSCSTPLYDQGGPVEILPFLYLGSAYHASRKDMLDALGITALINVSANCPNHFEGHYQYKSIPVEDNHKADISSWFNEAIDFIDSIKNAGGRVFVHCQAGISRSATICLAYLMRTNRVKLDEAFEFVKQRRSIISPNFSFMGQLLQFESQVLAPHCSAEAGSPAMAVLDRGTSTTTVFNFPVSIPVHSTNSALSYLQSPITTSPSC
Jurkat tox 60K = reduces viability or proliferation of Jurkat cells | Jurkat E6.1 viability, ATP luminescence, 48 h | AID 463 | inhibition, % at 4 µM | hit rate 1.2% among 56,000;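 active = inhibition above the mean inhibition of all tested compounds plus 3 SD, cut at about 28% in these data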
Cdc25B block = inhibitors of human Cdc25B phosphatase; AID 368; inhibition, %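 (compounds tested at 10 µM final in the well)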; hit rate 0.1% among 65,000; P30305; recombinant Cdc25B, OMFP fluorescence Ex485/Em525; in the data active = inhibition above about 50%
PKA kinase inh = inhibitors of human protein kinase A. hit rate 0.1% among 65,000. PKA Kemptide phosphorylation, Kinase-Glo ATP luminescence. AID 524. inhibition, % at 6 µM;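 active = inhibition above the screen-wide mean inhibition plus 3 SD, cut at about 21% in these data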; also: many of its hits are not listed in these tables
MMP-13 inhibitor = blocks human MMP13 activity; MMP-13 fTHP FRET cleavage, Mca fluorescence; inhibition, % at 4 µM; hit rate 0.07% among 65,000; AID 570;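 active = inhibition above the mean of compound-free control plate wells plus 3 SD, cut at about 14% in these data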;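 also: 0% = DMSO wells and 100% = wells with reference MMP-13 inhibitor after basal subtraction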
Starred values were filed as active, the others as inactive; x = no result given; [ ] = dose if it differs, or a comment.

Results follow in this order: HEK293 NFkB inh	JNK3 blocker	TNAP act DEA	ROCK2 inh	DUSP1 inh	Jurkat tox 60K	Cdc25B block	PKA kinase inh	MMP-13 inhibitor
- Cc1ccc(S(=O)(=O)Nc2ccccc2CNc2c(C)n(C)n(-c3ccccc3)c2=O)cc1
  4	-10	1	-5	-7	1	1	4	7
- COc1ccc(C(=O)c2oc3nc(C)cc(C)c3c2N)cc1
  x	-8	0.9	-16	-26	x	26	-1	-3
- Cc1ccc(N(CC(=O)NCc2ccco2)S(=O)(=O)c2ccccc2)cc1
  -3	x	1	x	9	x	0	4	5
- CS(=O)(=O)N(CC(=O)N1CCCCCC1)c1ccc(Br)cc1
  16	-3	0.9	-2	-9	3	0	11	1
- Cc1nn(C)c(C)c1CNC(=O)c1cnn2c1NC(c1ccccc1)CC2C(F)(F)F (configuration not stated)
  25	-8	1	-5	40	8	-8	-8	0
- CCOC(=O)N1CCN(C(=O)c2cnc(Nc3ccccc3OC)c3ccccc23)CC1
  11	x	1	x	7	x	-8	5	5
- CCOC(=O)c1c(C)n(C)c2ccc(OC)c(NC(=O)CN3CCSCC3)c12
  x	-4	0.9	-6	-13	x	24	-5	-11
- O=C(OCC(=O)N1CCc2ccccc21)c1ccc[n+]([O-])c1
  -3	x	0.9	x	17	x	-6	4	-1
- Cc1cc(C)n(CNc2nc(C(F)(F)F)cs2)n1
  10	-2	0.9	9	27	4	-2	5	-4
- CC(C)(C)NC(=O)C(c1ccncc1)N(Cc1cccs1)C(=O)Cn1nnc(-c2cccs2)n1 (configuration not stated)
  -2	-4	0.9	-1	34	3	6	-6	2
- COc1ccc(NC(=O)Nc2cccc3cccnc23)cc1
  -6	8	0.9	-8	8	-1	-11	-1	4
- CCN(CC)CCCCCOc1ccccc1OC
  6	11	1	5	3	-3	-13	3	-6
- COc1ccc(C2C=C(c3ccccc3)Nc3nnnn32)cc1 (configuration not stated)
  -1	-3	0.9	2	9	4	-11	-2	-24
- O=C(Cc1ccccc1)N1CCCC(c2nc(-c3cccs3)no2)C1 (configuration not stated)
  16	1	0.9	-2	-1	-1	0	0	-1
- Cc1nn(C)c(C)c1N=Cc1c(O)ccc2ccccc12
  10	16	0.9	4	15	2	-6	10	8
- C=C(Cl)COC(=O)[C@H]1C2C=CC(C2)C1C(=O)O (some centres not stated)
  8	0	1	-1	-8	-13	1	7	-1
- CCn1c2ccccc2c2nnc(SCC(=O)NC(CC(C)C)C(=O)OC)nc21 (configuration not stated)
  3	1	0.9	5	21	2	-5	14	3
- O=C1c2ccccc2NC(c2cccc(F)c2)N1Cc1ccco1 (configuration not stated)
  4	-3	0.9	8	-1	-3	-20	7	-110[fluorescence artefact?]
- CCc1nn(CC(=O)NCCCN(CC)Cc2ccccc2)c(=O)c2cc3sccc3n12
  23	5	0.9	3	8	-7	-16	12	0
- O=C(COc1ncnc2sccc12)N1CCc2ccccc2C1
  19	4	1	4	11	-1	-6	9	7
- COC(=O)Nc1ncc(CN2CCc3ccccc3C2)s1
  -11	5	0.9	4	5	-1	-9	6	-1
- CCOC(=O)C(NC(=O)Nc1ccc(F)cc1)(OCC)C(F)(F)F (configuration not stated)
  4	-1	0.9	4	-2	1	13	3	-2
- CCOC(=O)c1c(N)nn(C(=O)CC)c1-c1ccccc1
  9	3	x	3	-12	-2	-6	6	0
- CCCOC(=O)C1C2C=CC3(CN(c4cccc(Cl)c4)C(=O)C13)O2 (configuration not stated)
  16	-1	0.8	0	-7	-5	-1	-4	1
- Cc1ccc2c(c1)[C@@H]1CN(C)CC[C@@H]1N2S(=O)(=O)c1ccc(F)cc1
  x	-5	0.9	8	-14	x	-7	8	-1
- Cc1nc(CNS(=O)(=O)c2ccccc2F)cs1
  -7	4	1	-4	6	-2	-17	8	-1
- O=C1CCc2cc(S(=O)(=O)NC(C(=O)NCc3cccnc3)c3ccccc3)ccc2N1 (configuration not stated)
  3	-1	0.9	4	-8	-1	-17	7	3
- CCn1cc(C(=O)N2CCCCC2)c(=O)c2cc(S(=O)(=O)N3CCC(C)CC3)ccc21
  20	-8	0.9	8	23	4	-5	11	1
- O=S(=O)(c1ccc(Br)s1)N1CCCCC1
  3	6	0.9	6	2	0	-15	7	0
- COC(=O)c1ccc(Cn2nc(C)c(Br)c2C)cc1
  6	-1	0.8	-2	-4	-2	-2	-4	-2
- O=C(NCc1ccco1)c1cccc(S(=O)(=O)N2CCOCC2)c1
  23	-2	0.9	2	13	4	1	-2	-1
- Cc1ccc(S(=O)(=O)n2ccnc2)cc1C
  1	4	0.9	0	8	4	0	5	2
- Cc1cc(C)n(-c2nc3ccccc3n3cnnc23)n1
  10	-2	0.9	0	16	1	-14	8	4
- COc1ccc(C2CC(C(F)(F)F)n3ncc(C(=O)O)c3N2)cc1OC (configuration not stated)
  9	1	1	3	10	0	-10	1	-6
- N#Cc1nc(-c2ccc(OCc3ccccc3)cc2)oc1NCCN1CCOCC1
  0	3	0.9	4	20	6	0	7	-93[fluorescence artefact?]
- COc1ccc(Cn2nnnc2C(c2ccccn2)N2CCN(c3cc(Cl)ccc3C)CC2)cc1 (configuration not stated)
  30	-3	0.9	-3	1	2	-10	3	0
- CCOC(=O)Cc1cnc(NC(=O)Cn2nnc(-c3ccc(OCC)cc3)n2)s1
  6	4	0.9	0	-15	-2	0	-1	3
- CCOc1ccc(C(=O)CN2CCN(S(=O)(=O)c3ccc(Br)cc3)CC2)cc1
  -3	3	1	2	1	-4	3	2	0
- O=S(=O)(c1ccc(S(=O)(=O)N2CCCC2)cc1)N1CCCCCC1
  11	7	0.9	5	13	4	-8	2	-2
- COC(=O)c1ccccc1NC(=O)C1CCN(S(=O)(=O)c2cc(C)ccc2OC)CC1
  13	-5	0.9	1	8	-3	-10	4	-3

By substructure: the compounds so far with a COOH group
Results follow in this order: HEK293 NFkB inh	JNK3 blocker	TNAP act DEA	ROCK2 inh	DUSP1 inh	Jurkat tox 60K	Cdc25B block	PKA kinase inh	MMP-13 inhibitor
- C=C(Cl)COC(=O)[C@H]1C2C=CC(C2)C1C(=O)O (some centres not stated)
  8	0	1	-1	-8	-13	1	7	-1
- COc1ccc(C2CC(C(F)(F)F)n3ncc(C(=O)O)c3N2)cc1OC (configuration not stated)
  9	1	1	3	10	0	-10	1	-6

Continuation.
Results follow in this order: HEK293 NFkB inh	JNK3 blocker	TNAP act DEA	ROCK2 inh	DUSP1 inh	Jurkat tox 60K	Cdc25B block	PKA kinase inh	MMP-13 inhibitor
- CC(=O)Nc1nc(=O)c2ccccc2s1
  6	-16	0.9	-5	-4	12	4	0	-1
- CCCn1c(SCc2nc(-c3cccs3)no2)nnc1-c1ccncc1
  16	4	0.9	2	3	2	-6	-1	2
- O=C(O)CCC(=O)Nc1ccc(N2CCCCCC2)cc1
  13	x	0.9	x	10	x	11	3	1
- Cn1c(=O)[nH]c(=O)c2c1nc(CN1CCOCC1)n2CCCc1ccccc1
  6	-1	0.9	0	7	3	-12	-3	-2
- COCCn1c(SCC(=O)Nc2nnc(C)s2)nnc1-c1cc2ccccc2cc1O
  18	3	0.9	0	-21	0	1	1	-2
- CC(C)Cn1c(-c2ccc(Cl)cc2)cnc1SCC(=O)N1CCOCC1
  8	-2	1	6	25	5	-27	5	-5
- Nc1nc(C2CC2)c(Sc2sc(N)nc2C2CC2)s1
  -35	2	0.8	2	34	25	-3	3	-1
- Cc1ccc(OCC(=O)Nc2ccc(O)c(-c3nc4ccccc4o3)c2)cc1
  11	4	0.9	3	0	-10	-10	6	-2
- CCCc1[nH]nc2c1C(c1cccnc1)C(C#N)=C(N)O2 (configuration not stated)
  14	4	0.9	6	-4	-13	-17	8	2
- Cc1ccc(NC(=O)CCN2C(=O)c3ccncc3C2=O)cc1
  9	4	0.9	6	-21	3	-3	10	1
- CN=C1SC(CC(=O)Nc2cccc(C(F)(F)F)c2)C(=O)N1C (configuration not stated)
  6	4	0.9	6	8	-7	-11	11	2
- Cc1csc2nc(CNC(=O)CCC(=O)O)cn12
  9	-1	1	-1	3	-5	-7	-7	3
- CCc1ccc(S(=O)(=O)NCc2cn3ccccc3n2)s1
  13	1	0.7	-3	0	8	18	-3	3
- Nc1nc(SCc2ccccc2)ns1
  5	8	0.9	0	-13	4	-3	5	3
- CC(C)OC(=O)CSc1nc2ncc(Cl)cc2[nH]1
  -13	7	0.8	-7	-7	0	4	-16	5
- COCCCNC(=O)CN1C(=O)c2ccccc2C1=O
  1	5	0.9	2	9	-9	-7	7	-5
- CCc1c(C)nc2ncnn2c1N1CCCC(C(=O)NCc2ccc3c(c2)OCO3)C1 (configuration not stated)
  15	0	0.9	-9	13	9	0	2	7
- CCCNS(=O)(=O)c1ccc(CCC(=O)NCc2ccc3c(c2)OCO3)cc1
  12	1	0.9	10	21	0	2	7	2
- C=CCOC(=O)C1=C(C)NC(SCC(=O)N(CC)CC)=C(C#N)C1c1ccccc1 (configuration not stated)
  x	-4	1	-1	-10	x	15	-6	-2
- CCOc1ccc(Cn2c(O)cc(=O)[nH]c2=O)cc1
  x	4	0.9	-2	-17	x	-31	7	4
- Cc1cccc(NC2=NC3(CCCCC3)N=C(N)N2)c1
  15	0	x	2	-2	1	-11	3	-10
- Cc1cc(N)ccc1NC(=O)c1ccccc1
  8	0	1	6	-16	-19	-6	2	-1
- O=C(CCCCCn1c(=S)[nH]c2cc3c(cc2c1=O)OCO3)N1CCN(C2CCCCC2)CC1
  11	x	1	x	5	x	-21	9	4
- C(#Cc1ccc(C#CCN2CCOCC2)cc1)CN1CCOCC1
  11	-5	1	6	7	-7	-5	5	5
- Cc1cccc(OCC(=O)N2CCN(C(=O)c3cccs3)CC2)c1
  13	0	1	0	2	-1	-12	7	1
